Screening data (PubChem BioAssay)
SENP8 inh: inhibitors of human SENP8 protease. Q96LD8. recombinant SENP8, Nedd8 substrate fluorescence. inhibition, % at 20 µM. actives 0.64% (n = 360,000). AID 602440; in the data active = inhibition mostly above about 40%, no sharp cut-off; inactive = mostly below about 27%
Target sequence (Q96LD8 whole entry, looked up): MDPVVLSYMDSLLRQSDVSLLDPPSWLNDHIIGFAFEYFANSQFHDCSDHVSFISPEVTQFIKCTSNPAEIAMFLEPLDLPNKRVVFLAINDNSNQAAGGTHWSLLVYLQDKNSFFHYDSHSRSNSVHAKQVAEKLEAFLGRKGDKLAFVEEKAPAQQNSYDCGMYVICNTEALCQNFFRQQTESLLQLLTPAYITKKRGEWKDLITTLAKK
hIAP act: increases human intestinal alkaline phosphatase activity; purified human IAP, CDP-Star luminescence, 30 min; stronger effect = higher value; 1 = vehicle-only enzyme, 0 = enzyme-free background; activation factor at 10 µM; actives 0.16% (n = 330,000);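 active = activation factor of the enzyme at least 2-fold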; also: the source names both 10 and 20 µM as test concentration; values of inactives mirror those of a sister screen read the other way
ATG4B inh: inhibitors of human ATG4B cysteine protease. Q9Y4P1. ATG4B cleavage of LC3-PLA2, NBD-HPC fluorescence, 1 h. inhibition, % at 8.33 µM. actives 0.51% (n = 340,000). AID 504462; in the data active = inhibition above about 40%
Target sequence (Q9Y4P1 whole entry, looked up): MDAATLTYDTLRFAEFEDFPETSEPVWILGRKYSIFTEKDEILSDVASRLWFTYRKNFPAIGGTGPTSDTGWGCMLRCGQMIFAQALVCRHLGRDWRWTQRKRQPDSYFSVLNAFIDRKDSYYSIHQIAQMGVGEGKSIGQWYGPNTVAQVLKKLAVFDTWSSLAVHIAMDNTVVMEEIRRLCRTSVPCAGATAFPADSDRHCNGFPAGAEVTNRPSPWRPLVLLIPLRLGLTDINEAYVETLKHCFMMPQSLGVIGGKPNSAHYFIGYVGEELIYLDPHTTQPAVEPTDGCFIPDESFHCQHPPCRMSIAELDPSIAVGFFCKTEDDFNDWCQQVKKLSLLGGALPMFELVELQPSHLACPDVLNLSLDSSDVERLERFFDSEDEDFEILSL
PfG6PD inh: PfG6PD (Plasmodium falciparum) enzyme inhibition. PfGluPho enzyme, NADPH resazurin-diaphorase fluorescence. inhibition, % at 20 µM. actives 0.78% (n = 350,000);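 active = inhibition reaching at least a set limit at 20 µM in the primary screen, cut at about 59% in these data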;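 also: 0% = DMSO wells with substrate and 100% = DMSO wells lacking glucose-6-phosphate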
GRIN3A LBD mod: modulators (binders) of human NR3A ligand-binding domain. Tm shift relative to glycine control, % at 25 µM. actives 2.5% (n = 340,000). NR3A LBD differential scanning fluorimetry, Tm shift; 0% = protein alone, 100% = glycine-bound protein;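 active = melting temperature shift of at least 10% of the positive control shift, at one fixed dose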
SENP6 block: blocks the human protease SENP6; Recombinant SENP6 catalytic domain, aminoluciferin luminescence; inhibition, % at 10 µM; actives 1.8% (n = 330,000); AID 2599;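 active = inhibition above about 50% at the single tested dose, limit read from the data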;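 also: plate controls were DMSO wells with enzyme for no effect and DMSO wells lacking enzyme for full effect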
SENP1 FRET inh: inhibitors of human SENP1 SUMO protease catalytic domain | Q9P0U3 | recombinant SENP1 catalytic domain, CyPet-SUMO1-YPet FRET cleavage | inhibition, % at 10 µM | actives 0.21% (n = 360,000) | AID 624204;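 active = inhibition at least 30% at 10 µM, raw YFP signal under a set limit, fluorescence ratio 0.5 to 1.5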;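 also: 0% = enzyme with DMSO and 100% = no enzyme wells; some results filed as inactive read as strong as hits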
Target sequence (Q9P0U3 419-644 limits assumed): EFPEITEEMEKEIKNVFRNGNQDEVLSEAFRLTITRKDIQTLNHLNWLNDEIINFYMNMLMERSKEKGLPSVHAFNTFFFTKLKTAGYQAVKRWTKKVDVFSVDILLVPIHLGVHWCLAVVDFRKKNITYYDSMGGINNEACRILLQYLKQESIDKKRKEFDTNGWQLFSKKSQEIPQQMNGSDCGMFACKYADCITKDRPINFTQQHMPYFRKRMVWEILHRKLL
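Test system: recombinant human SENP1 catalytic domain, His6-tagged / Medium: pH 8 Tris buffer with EDTA, NaCl, BME, BSA, NP40, catalase / Also added: SUMO1 FRET substrate flanked by Cypet and Ypet, 25 nM / Times: 50 min reaction at room temperature / Signal: FRET, CFP and YFP emission / Control set: no-enzyme low control and enzyme-plus-DMSO high control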
MPTP inh: inhibitors of mitochondrial permeability transition pore; isolated mouse mitochondria, Ca2+ swelling absorbance, 30 min; actives 1.4% (n = 360,000); inhibition, % at 10 µM;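 active = inhibition of 50% or more, scaled per plate between neutral and stimulator controls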;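 also: 0% = DMSO wells given calcium and 100% = 1 mM EGTA wells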
* = called active by the depositor.

Results for O=C(NN=Cc1ccc2c(c1)CCC2)c1ccccc1O ?
SENP8 inh: inactive; PfG6PD inh: -14; SENP1 FRET inh: 0; MPTP inh: 1.1

How did Cc1ccccc1NC(=O)c1ccc(CN2CC(=O)N3CCCCC3C2=O)cc1 (configuration not stated) do in these assays?
SENP8 inh: 4; hIAP act: 0.92; ATG4B inh: -7; PfG6PD inh: 2; GRIN3A LBD mod: -1; SENP6 block: -8; SENP1 FRET inh: -1; MPTP inh: -2.4

Results for COc1ccc(/C=N/Nc2nc(=O)[nH]nc2C)cc1OC ?
SENP8 inh: 24; hIAP act: 1.5; ATG4B inh: 1; PfG6PD inh: 5; GRIN3A LBD mod: -2; SENP6 block: 14; SENP1 FRET inh: 3; MPTP inh: 0.1

How did Cc1ccc(NC(=O)CC2COc3ccccc3O2)cc1 (configuration not stated) do in these assays?
SENP8 inh: 18; hIAP act: 0.93; ATG4B inh: -7; PfG6PD inh: 15; GRIN3A LBD mod: 1; SENP6 block: -2; SENP1 FRET inh: 4; MPTP inh: 1.3

Results for Cc1ccc(C(=O)CCNc2ccccc2)o1 ?
SENP8 inh: -4; hIAP act: 1; ATG4B inh: -7; PfG6PD inh: 13; GRIN3A LBD mod: 0; SENP6 block: -8; SENP1 FRET inh: -2; MPTP inh: 0.6

How did CC(O)CNc1cc(N)c([N+](=O)[O-])cc1[N+](=O)[O-] (configuration not stated) do in these assays?
SENP8 inh: 26; hIAP act: 1; ATG4B inh: 10; PfG6PD inh: -1; GRIN3A LBD mod: 3; SENP6 block: -27; SENP1 FRET inh: 2; MPTP inh: -8.3

How did CCN(CC)CCC(c1ccc(OC)cc1)c1c(O)cc(OC)cc1OC (configuration not stated) do in these assays?
SENP8 inh: 8; hIAP act: 0.93; ATG4B inh: -14; PfG6PD inh: 10; GRIN3A LBD mod: 0; SENP6 block: -6; SENP1 FRET inh: 1; MPTP inh: -0.6

What do the screens show for `O=C(CSc1nnc(-c2ccncc2)o1)N1CCc2ccccc2C1`?
SENP8 inh: 7; hIAP act: 1.1; ATG4B inh: 5; PfG6PD inh: -11; GRIN3A LBD mod: -2; SENP6 block: -19; SENP1 FRET inh: 0; MPTP inh: -0.7

How did CC(=O)Nc1ccc(S(=O)(=O)NCC2CC3CCC2C3)cc1 (configuration not stated) do in these assays?
SENP8 inh: 23; ATG4B inh: 1; PfG6PD inh: -2; GRIN3A LBD mod: -1; SENP1 FRET inh: 2; MPTP inh: 8.7

Results for CC1(C)Cc2cccc(OCC(=O)OCC(=O)Nc3cccc(S(N)(=O)=O)c3)c2O1 ?
SENP8 inh: 40*; hIAP act: 1.2; ATG4B inh: -8; PfG6PD inh: 0; GRIN3A LBD mod: -1; SENP6 block: -15; SENP1 FRET inh: 2; MPTP inh: -0.1

What do the screens show for `COc1cccc(OC)c1C(=O)Nc1nc(-c2ccccc2)cs1`?
SENP8 inh: 13; hIAP act: 1.1; ATG4B inh: 14; PfG6PD inh: 3; GRIN3A LBD mod: 2; SENP6 block: 32; SENP1 FRET inh: 2; MPTP inh: -0.5

Results for CCOc1ccc(S(=O)(=O)NN)cc1 ?
SENP8 inh: 31; hIAP act: 1.1; ATG4B inh: 6; PfG6PD inh: -4; GRIN3A LBD mod: -1; SENP6 block: -3; SENP1 FRET inh: 0; MPTP inh: 1.2

What do the screens show for `CCn1c(O)c(N=NC2=NC(=O)CS2)c2cc(C)ccc21`?
SENP8 inh: 47*; hIAP act: 0.84; ATG4B inh: -15; PfG6PD inh: -23; GRIN3A LBD mod: -1; SENP6 block: 1; SENP1 FRET inh: 9; MPTP inh: -2.7

Results for CCC1(CC)C(=O)C2=C3C1[C@H](C(=O)OC)CC(C(=O)OC)C[C@H]3[C@H]1C(=O)N(c3ccccc3)C(=O)[C@H]1[C@H]2C (some centres not stated) ?
SENP8 inh: 14; hIAP act: 0.95; ATG4B inh: -5; PfG6PD inh: -14; GRIN3A LBD mod: -2; SENP6 block: -15; SENP1 FRET inh: -5; MPTP inh: -1.6

How did CC(=O)NNC(=O)CCn1nnc2ccccc21 do in these assays?
SENP8 inh: 10; hIAP act: 0.96; ATG4B inh: -5; PfG6PD inh: 7; GRIN3A LBD mod: 1; SENP6 block: -23; SENP1 FRET inh: 3; MPTP inh: 2.7

How did COc1ccc(OC)c(S(=O)(=O)NCc2cc(-c3ccccc3)no2)c1 do in these assays?
SENP8 inh: 5; hIAP act: 1.1; ATG4B inh: 2; PfG6PD inh: 14; GRIN3A LBD mod: -3; SENP6 block: 5; SENP1 FRET inh: 0; MPTP inh: -1.3

Results for O=C1C=C(c2ccc3ncccc3c2)C[C@@H](c2ccc3c(c2)OCO3)C1 ?
SENP8 inh: 18; hIAP act: 1.1; ATG4B inh: -6; PfG6PD inh: -7; GRIN3A LBD mod: 2; SENP6 block: 1; SENP1 FRET inh: 2; MPTP inh: 0.7

What do the screens show for `CN(C)S(=O)(=O)NC(c1ccccc1)c1ccccc1`?
SENP8 inh: 18; hIAP act: 1.1; ATG4B inh: -2; PfG6PD inh: -1; GRIN3A LBD mod: 1; SENP6 block: -13; SENP1 FRET inh: 2; MPTP inh: 0.1

Results for COc1ccc(CN(C(=O)CSc2nnc(-c3ccc(OC)c(OC)c3)o2)c2ccc(F)cc2)cc1 ?
SENP8 inh: 16; hIAP act: 0.85; ATG4B inh: -16; PfG6PD inh: 13; GRIN3A LBD mod: 1; SENP6 block: -5; SENP1 FRET inh: -1; MPTP inh: 0.3

Results for C/C=C/c1ccc(OCCCCN(C)Cc2ccccc2)c(OC)c1 ?
SENP8 inh: 15; hIAP act: 1.1; ATG4B inh: 5; PfG6PD inh: 14; GRIN3A LBD mod: -2; SENP6 block: -5; SENP1 FRET inh: -3; MPTP inh: 3.5

What do the screens show for `CCC1Oc2ccc(C)cc2N(CC(=O)NCc2cc(OC)ccc2OC)C1=O` (configuration not stated)?
SENP8 inh: 9; hIAP act: 0.86; ATG4B inh: 4; PfG6PD inh: 2; GRIN3A LBD mod: 0; SENP6 block: -15; SENP1 FRET inh: 1; MPTP inh: 1.4

How did Cn1cc(S(=O)(=O)N2CCOCC2)cc1C(=O)NCc1ccc(Cl)cc1 do in these assays?
SENP8 inh: 13; hIAP act: 0.86; ATG4B inh: -10; PfG6PD inh: -7; GRIN3A LBD mod: 2; SENP6 block: -2; SENP1 FRET inh: 3; MPTP inh: -0.3

What do the screens show for `O=C(NCCOc1ccccc1)c1ncn[nH]1`?
SENP8 inh: 23; hIAP act: 0.99; ATG4B inh: 0; PfG6PD inh: 6; GRIN3A LBD mod: 10*; SENP6 block: 6; SENP1 FRET inh: 1; MPTP inh: 0.8

What do the screens show for `Nc1ncnc2c1ncn2CCOc1ccccc1`?
SENP8 inh: 4; hIAP act: 0.88; ATG4B inh: -8; PfG6PD inh: -16; GRIN3A LBD mod: 0; SENP6 block: -4; SENP1 FRET inh: 1; MPTP inh: -0.1

How did O=C(O)c1ccc(OC(F)(F)C(F)C(F)(F)F)cc1 (configuration not stated) do in these assays?
SENP8 inh: 17; hIAP act: 1; ATG4B inh: -1; PfG6PD inh: -23; GRIN3A LBD mod: -3; SENP6 block: -9; SENP1 FRET inh: 1; MPTP inh: 0.1

How did Cc1sc2nc(SCC(=O)N(CCO)CCO)n(C3CCCCC3)c(=O)c2c1C do in these assays?
SENP8 inh: 13; hIAP act: 0.94; ATG4B inh: -6; PfG6PD inh: -15; GRIN3A LBD mod: 0; SENP6 block: -10; SENP1 FRET inh: 2; MPTP inh: -1.5

How did CCCS(=O)(=O)N1CCCC(C(=O)Oc2ccccc2Cl)C1 (configuration not stated) do in these assays?
SENP8 inh: 3; hIAP act: 0.94; ATG4B inh: -1; PfG6PD inh: -6; GRIN3A LBD mod: -1; SENP6 block: 8; SENP1 FRET inh: 2; MPTP inh: 0.5

Results for COc1ccc(OC)c(C(Nc2ccccc2)P(=O)(OC(C)C)OC(C)C)c1 (configuration not stated) ?
SENP8 inh: 6; hIAP act: 1; ATG4B inh: 3; PfG6PD inh: -1; GRIN3A LBD mod: -1; SENP6 block: -10; SENP1 FRET inh: 3; MPTP inh: 2.0

Results for Cc1ccc(S(=O)(=O)Nc2cccc(Cl)c2)cc1NC(=O)c1cccnc1 ?
SENP8 inh: 6; hIAP act: 0.97; ATG4B inh: -8; PfG6PD inh: 0; GRIN3A LBD mod: 0; SENP6 block: -7; SENP1 FRET inh: -2; MPTP inh: 2.8

Results for COc1ccc(CNC(=O)c2ccc(N3CCCC3=O)cc2)cc1 ?
SENP8 inh: -4; hIAP act: 0.85; ATG4B inh: -4; PfG6PD inh: -7; GRIN3A LBD mod: 2; SENP6 block: 6; SENP1 FRET inh: 1; MPTP inh: -0.8

Results for CCCCCCC#Cc1ccc2c(c1)COc1c3ccccc3nn1-2 ?
SENP8 inh: 10; hIAP act: 0.95; ATG4B inh: -3; PfG6PD inh: 0; GRIN3A LBD mod: 4; SENP6 block: -15; SENP1 FRET inh: 1; MPTP inh: 0.7

How did O=C1/C(=C/c2cccc([N+](=O)[O-])c2)Oc2cc(O)ccc21 do in these assays?
SENP8 inh: -14; hIAP act: 0.96; ATG4B inh: 2; PfG6PD inh: 9; GRIN3A LBD mod: 0; SENP6 block: 67*; SENP1 FRET inh: 11; MPTP inh: 5.6

What do the screens show for `Cc1ccc(C)c(NC(=O)c2ccc(S(=O)(=O)C(F)F)cc2)c1`?
SENP8 inh: 4; hIAP act: 0.96; ATG4B inh: -7; PfG6PD inh: 10; GRIN3A LBD mod: 2; SENP6 block: -2; SENP1 FRET inh: 3; MPTP inh: 1.6

Results for Cc1nnc(NNS(=O)(=O)c2ccc(Cl)cc2)[nH]c1=O ?
SENP8 inh: 6; hIAP act: 1.1; ATG4B inh: -4; PfG6PD inh: -5; GRIN3A LBD mod: 1; SENP6 block: -10; SENP1 FRET inh: 1; MPTP inh: 0.5

How did CCN(CC)CCSc1nnc(Nc2ccccc2)n1-c1ccccc1 do in these assays?
SENP8 inh: 10; hIAP act: 1.1; ATG4B inh: -7; PfG6PD inh: 11; GRIN3A LBD mod: -3; SENP6 block: -11; SENP1 FRET inh: 1; MPTP inh: 0.1

What do the screens show for `Cc1cccc(C)c1NC(=O)C1CCN(S(C)(=O)=O)CC1`?
SENP8 inh: 11; hIAP act: 1.2; ATG4B inh: 0; PfG6PD inh: -3; GRIN3A LBD mod: 0; SENP6 block: -9; SENP1 FRET inh: 1; MPTP inh: -0.3

What do the screens show for `CC[C@@]1(C(=O)OC)N[C@H](CN(C)C(=O)COc2ccccc2)[C@@H]2C(=O)N(Cc3ccccc3)C(=O)[C@@H]21`?
SENP8 inh: 16; hIAP act: 1.1; ATG4B inh: -6; PfG6PD inh: -16; GRIN3A LBD mod: -1; SENP6 block: -26; SENP1 FRET inh: 2; MPTP inh: 1.3

Results for O=C(NNC(=O)C1CCCN(S(=O)(=O)c2cccc(F)c2)C1)C1CC1 (configuration not stated) ?
SENP8 inh: 10; hIAP act: 1.2; ATG4B inh: 3; PfG6PD inh: 2; GRIN3A LBD mod: -2; SENP6 block: -23; SENP1 FRET inh: 0; MPTP inh: -0.6

How did Cc1ccc(S(=O)(=O)CCC(=O)OCC(=O)N(Cc2ccccc2)C(C)C)cc1 do in these assays?
SENP8 inh: 12; hIAP act: 0.88; ATG4B inh: 4; PfG6PD inh: 3; GRIN3A LBD mod: 0; SENP6 block: -18; SENP1 FRET inh: 1; MPTP inh: 0.2
